# Assay outcomes deposited in PubChem BioAssay by Sanford-Burnham Center for Chemical Genomics.
# SIAH1 antagonists: blockers of Siah-1 interaction with plectin peptide – biochemical, fluorescence polarization, rhodamine-plectin, uHTS, primary screen (AID 1817) | one-dose displacement, % at 20 µM; IC50 in µM for titrated hits | actives 0.02% (n = 290,000) | Siah-1 / rhodamine-plectin peptide fluorescence polarization; higher % means a stronger effect;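 active = displacement of at least 50% at 20 µM, with a fluorescence ratio check between 0.3 and a set limit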;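 also: plate controls were Siah plus tracer with DMSO for no effect and tracer alone without Siah for full effect; strong numbers were not always called active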
# KOR beta-arrestin-1: kappa opioid receptor blockers – cell-based, luminescence, uHTS (AID 1778) | actives 0.091% (n = 290,000) | one-dose inhibition, % at 10 µM; IC50 in µM for titrated hits | KOR beta-arrestin recruitment, luminescence, antagonist mode; higher % means a stronger effect; in the data active = inhibition above about 50%; also: strong numbers were not always called active
# NOD1 inhibition: inhibition of NOD1-driven NF-kB reporter – cell-based, luminescence, uHTS, primary screen (AID 1578) | NOD1-driven NF-kB luciferase reporter cells, luminescence; higher % means a stronger effect | inhibition, % at 4 µM, or EC50 in µM where a hit was titrated | actives 1% (n = 290,000); in the data active = inhibition mostly above about 36%, no sharp cut-off; inactive = mostly below about 34%;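 also: HEK-293T reporter cells stimulated with the NOD1 agonist gamma-tri-DAP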
# GPR55 antagonists: GPR55 antagonists blocking LPI-driven arrestin recruitment, primary screen, imaging, U2OS, beta-arrestin-GFP, LPI agonist (AID 2013); U2OS GPR55 beta-arrestin-GFP translocation imaging, LPI antagonism; higher % means a stronger effect; one-dose inhibition, % at 10 µM; IC50 in µM for titrated hits; actives 0.13% (n = 290,000);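 active = spots per cell inhibited over 60%, with over 100 cells counted and total cytoplasm intensity under 500,000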;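 also: U2OS cells stably carrying GPR55 and arrestin-GFP stimulated by 5 µM LPI near EC80; imaged beta-arrestin-GFP aggregate spots per cell after agonist stimulation; plate controls were LPI-stimulated DMSO wells for no effect and DMSO wells without LPI for full effect; some results filed as inactive read as strong as hits; confirmed hits need IC50 under 10 µM and bright autofluorescent wells are also inconclusive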
# HIV fusion peptide: inhibitors of HIV fusion peptide binding, primary screen, biochemical, uHTS, fluorescence dequenching (AID 1986) | cell-free peptide binding, fluorescence dequenching, 30 min; higher % means a stronger effect | inhibition, % at 20 µM, or IC50 in µM where a hit was titrated | actives 0.3% (n = 290,000); in the data active = inhibition mostly above about 52%, no sharp cut-off; inactive = mostly below about 76%; also: some results filed as inactive read as strong as hits
# AID2073: disruptors of CaV2.2 binding to Mint1 – biochemical, HTRF (AID 2073); HTRF protein-protein interaction, Mint1-CaV2.2; higher % means a stronger effect; inhibition, % at 20 µM, or IC50 in µM where a hit was titrated; actives 0.19% (n = 290,000); in the data active = inhibition mostly above about 51%, no sharp cut-off; also: some results filed as inactive read as strong as hits
# GPR35 antagonists: inhibition of zaprinast-stimulated GPR35 beta-arrestin translocation – imaging, U2OS, beta-arrestin-GFP, zaprinast agonist, primary screen (AID 2058); U2OS GPR35 beta-arrestin-GFP translocation imaging, zaprinast antagonism; higher % means a stronger effect; inhibition, % at 10 µM; hits with a dose series show IC50 in µM; actives 0.052% (n = 290,000);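 active = inhibition of at least 50% with at least 30 cells and total cytoplasm GFP at most 10,000,000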
# KOR beta-arrestin-2: kappa opioid receptor activators – cell-based, luminescence, uHTS, primary screen (AID 1777); one-dose activation, % at 10 µM; EC50 in µM for titrated hits; KOR beta-arrestin recruitment, luminescence; higher % means a stronger effect; actives 0.02% (n = 280,000); in the data active = activation above about 50%, passing the limit was not always enough; also: a part of the inactive calls stands beside numbers as strong as those of hits
# GPR55 activation: GPR55 agonists via beta-arrestin recruitment, primary screen, imaging, U2OS cells, beta-arrestin-GFP redistribution (AID 1961). actives 0.048% (n = 290,000). U2OS GPR55 beta-arrestin-GFP redistribution imaging; higher % means a stronger effect. activation, % at 10 µM, or EC50 in µM where a hit was titrated;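 active = activation above 40% with more than 50 cells counted in the well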;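 also: U2OS osteosarcoma cells stably expressing GPR55 and beta-arrestin-GFP; plate controls were DMSO negative control for no effect and LPI positive control for full effect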
# * marks the source's active call; other numbers are inactive results; · = not tested or not shown; [ ] = remark or other dose. Some of the compounds tested. The share of hits here may be higher or lower than overall.
1) CC(O)CN1CCN(C(=O)CN2C(=O)NC(c3ccccc3)(c3ccccc3)C2=O)CC1 (configuration not stated)
2) CC(C)c1ccc(NC(=O)C2CC(=O)N(C(C)C)C2)cc1 (configuration not stated)
3) CCOc1cc(/C=C\c2nc(O)c([N+](=O)[O-])c(=O)[nH]2)ccc1OC(C)CC (configuration not stated)
4) COc1ccccc1C(=O)NCCC(=O)N1CCCCC1
5) COc1ccccc1N=CC=C1OC(C)(C)C(C)(C)O1
6) N#Cc1c(NC(=O)C2CCCO2)sc2c1CCCCCC2 (configuration not stated)
7) CC1(C)CC(NC(=O)C(c2ccccc2)c2ccccc2)CC(C)(C)N1
8) CN1C(C(=O)Nc2ccc(OC(F)(F)F)cc2)=CC(c2ccc3c(c2)OCO3)=NS1(=O)=O
assay / entry	1	2	3	4	5	6	7	8
SIAH1 antagonists	4%	-3%	4%	0%	18%	-5%	-5%	3%
KOR beta-arrestin-1	-8%	18%	21%	21%	-17%	-7%	-38%[20 µM]	-20%
NOD1 inhibition	16%	-6%	-6%	-10%	-1%	-18%	3%	-1%
GPR55 antagonists	-11%	-15%	2%	-12%	38%	-4%	4%	13%
HIV fusion peptide	0.4%	0.9%	1.0%	-2.4%	2.9%	0.1%	1.9%	-0.5%
AID2073	5%	6%	18%	4%	6%	9%	-1%	11%
GPR35 antagonists	4%	0%	9%	-14%	0%	-24%	10%	13%
KOR beta-arrestin-2	-2.9%	-3.1%	-2.0%	3.4%	-0.1%	-2.8%	-4.0%	1.4%
GPR55 activation	-0.2%	-0.2%	0.6%	-0.2%	-0.6%	0.1%	0.3%	-0.1%

# Single records, as listed above:
# Listed for COc1ccccc1C(=O)NCCC(=O)N1CCCCC1 = SIAH1 antagonists: 0%; KOR beta-arrestin-1: 21%; NOD1 inhibition: -10%; GPR55 antagonists: -12%; HIV fusion peptide: -2.4%; AID2073: 4%; GPR35 antagonists: -14%; KOR beta-arrestin-2: 3.4%; GPR55 activation: -0.2%
# Listed for CCOc1cc(/C=C\c2nc(O)c([N+](=O)[O-])c(=O)[nH]2)ccc1OC(C)CC (configuration not stated) = SIAH1 antagonists: 4%; KOR beta-arrestin-1: 21%; NOD1 inhibition: -6%; GPR55 antagonists: 2%; HIV fusion peptide: 1.0%; AID2073: 18%; GPR35 antagonists: 9%; KOR beta-arrestin-2: -2.0%; GPR55 activation: 0.6%

# Following part.
9) O=C(CNC(=O)c1ccc(-c2ccccc2)cc1)OCc1c(Cl)cccc1Cl
10) Cn1c(=O)c2c(SCC(=O)NCC3CCCO3)nc(CC(C)(C)C)nc2n(C)c1=O (configuration not stated)
11) COc1ccc(-n2cnnc2SCC(=O)Nc2cccc([N+](=O)[O-])c2)cc1
12) CC(=O)Nc1ccc(S(=O)(=O)N2CCc3cc4c(cc3C2)OCCCO4)cc1
13) CCS(=O)(=O)c1nc(S(=O)(=O)c2ccc(Cl)cc2)c(NCCCN2CCOCC2)s1
14) COc1cccc(C(=O)NC(=S)Nc2ccc3[nH]c(=O)[nH]c3c2)c1
15) Nc1ccc2nc(N3CCOCC3)sc2c1
16) COC(=O)c1ccccc1NC(=O)CSc1nncn1-c1ccccn1
assay / entry	9	10	11	12	13	14	15	16
SIAH1 antagonists	3%	10%	14%	-6%	-2%	10%	0%	-2%
KOR beta-arrestin-1	-264%	2%	-10%	-66%	-7%	-4%	32%	8%
NOD1 inhibition	-22%	-41%	-21%	23%	16%	2%	-45%	-39%
GPR55 antagonists	8%	16%	21%	-29%	-4%	-5%	-2%	0%
HIV fusion peptide	1.4%	2.0%	-0.7%	-0.2%	0.6%	0.9%	-1.0%	0.7%
AID2073	40%	3%	0%	4%	6%	-13%	3%	5%
GPR35 antagonists	1%	-8%	0%	-5%	-9%	4%	-8%	-2%
KOR beta-arrestin-2	21%	-1.8%	-5.3%	11%	0.2%	-1.0%	-3.1%	-2.4%
GPR55 activation	-0.2%	-0.1%	0.1%	-0.1%	-0.2%	-0.2%	0.9%	0.3%

# Part of the list above, set out differently:
nr | SIAH1 antagonists | KOR beta-arrestin-1 | NOD1 inhibition | GPR55 antagonists | HIV fusion peptide | AID2073 | GPR35 antagonists | KOR beta-arrestin-2 | GPR55 activation | SMILES
13 | -2% | -7% | 16% | -4% | 0.6% | 6% | -9% | 0.2% | -0.2% | CCS(=O)(=O)c1nc(S(=O)(=O)c2ccc(Cl)cc2)c(NCCCN2CCOCC2)s1
14 | 10% | -4% | 2% | -5% | 0.9% | -13% | 4% | -1.0% | -0.2% | COc1cccc(C(=O)NC(=S)Nc2ccc3[nH]c(=O)[nH]c3c2)c1
15 | 0% | 32% | -45% | -2% | -1.0% | 3% | -8% | -3.1% | 0.9% | Nc1ccc2nc(N3CCOCC3)sc2c1

# Additional entries.
17) COC(=O)c1ccc(CSc2ccc3nnc(-c4cccnc4)n3n2)o1
18) Cc1ccc(NC(=O)COC(=O)/C=C/c2cccc(Cl)c2)cc1S(=O)(=O)N1CCOCC1
19) COc1cc(OC)c(C2=NOC(C(=O)N3CCCc4ccccc43)C2)cc1Cl (configuration not stated)
20) CCN(CC)S(=O)(=O)c1ccc(C(=O)NC(=S)N(CCO)Cc2ccccc2)cc1
21) CCOC(=O)c1ccc(CNCc2ccc(C)cc2)cc1
22) COc1ccc(C)cc1NC(=S)Nc1ccccc1SC
23) CCC(C)c1ccccc1OCCn1ccnc1 (configuration not stated)
24) CC(=O)N1c2ccccc2Sc2ccccc21
assay / entry	17	18	19	20	21	22	23	24
SIAH1 antagonists	3%	2%	-7%	0%	2%	-3%	-6%	6%
KOR beta-arrestin-1	-19%	-30%	32%	-21%	-12%	-16%	-42%	-29%[20 µM]
NOD1 inhibition	3%	-4%	20%	-9%	-42%	-31%	-1%	-21%
GPR55 antagonists	5%	-8%	14%	-2%	-8%	-1%	-3%	7%
HIV fusion peptide	2.7%	1.7%	-2.1%	0.5%	1.8%	-0.3%	-0.8%	-1.6%
AID2073	31%	20%	-1%	-5%	2%	-5%	-28%	6%
GPR35 antagonists	-5%	13%	-13%	-11%	-2%	4%	12%	0%
KOR beta-arrestin-2	-4.5%	-0.3%	-1.1%	3.2%	3.7%	-1.0%	4.5%	-0.7%
GPR55 activation	0.3%	-0.2%	-0.1%	0.0%	0.5%	0.2%	-0.1%	-0.2%

25) CCOC(=O)c1oc2ccccc2c1NC(=O)c1cccs1
26) O=C1CCSc2ccc(Cl)cc2N1Cc1ccc(Cl)cc1
27) CC1(C)CC(=O)c2cnc(NC(=O)CCc3ccccc3)nc2C1
28) COc1ccccc1N1CCN(C(=O)Cc2cccs2)CC1
29) CS(=O)(=O)N(CCc1ccccc1)CC(=O)Nc1ccc2c(c1)OCO2
30) Cc1ccc(S(=O)(=O)N2CCCC(C(=O)NCc3ccco3)C2)cc1Cl (configuration not stated)
31) C=CCn1c(=NC(=O)c2ccco2)sc2cc(C(=O)OCC)ccc21
32) Cc1onc(-c2ccccc2)c1C(=O)N1CCN(c2ncccc2C(F)(F)F)CC1
assay / entry	25	26	27	28	29	30	31	32
SIAH1 antagonists	-2%	1%	7%	-1%	-1%	21%	4%	3%
KOR beta-arrestin-1	-8%	3%	-18%	17%	31%	17%	16%	9%
NOD1 inhibition	17%	-4%	14%	6%	-17%	5%	-44%	-17%
GPR55 antagonists	-8%	30%	3%	-6%	-3%	4%	8%	15%
HIV fusion peptide	-1.0%	38%	-0.8%	1.2%	0.9%	3.7%	1.4%	0.7%
AID2073	4%	-10%	-4%	8%	10%	4%	10%	-10%
GPR35 antagonists	11%	-2%	8%	-5%	0%	-9%	5%	-4%
KOR beta-arrestin-2	1.5%	0.1%	-8.7%	-0.9%	-3.3%	-7.1%	-3.7%	1.7%
GPR55 activation	-0.1%	-0.1%	0.0%	0.2%	0.0%	-0.3%	0.6%	-0.2%

33) Cc1cc(C)nc(Sc2c(C)nn(-c3ccccc3)c2C)n1
34) CC1CCCCN1Cc1c(O)ccc2c(=O)c(-c3ccc(Br)cc3)coc12 (configuration not stated)
35) CCOC(=O)C1CCN(C(=O)COc2cccc3ccccc23)CC1
36) Cc1ccc(/C=C\c2nccc3c2[nH]c2ccccc23)cc1
37) Cc1ccc(S[C@@H](CCN2CC[C@H](NC(=O)OCc3ccccc3)CCC2=O)c2ccccc2)cc1
38) COCCOC(=O)C1=C(C)N=C2SCCC(=O)N2C1c1ccc(OC(=O)c2ccco2)cc1 (configuration not stated)
39) O=C1C(N2CCOCC2)=C(n2nnc3ccccc32)C(=O)c2ccccc21
40) O=C(CCCCCNC(=S)Nc1ccccc1)C[N+](=O)[O-]
assay / entry	33	34	35	36	37	38	39	40
SIAH1 antagonists	7%	5%	-5%	9%	0%	-2%	-2%	0%
KOR beta-arrestin-1	5%	28%	-10%	-81%[20 µM]	-24%[20 µM]	17%	-32%	15%
NOD1 inhibition	-14%	-8%	5%	-45%	12%	13%	101%*	-25%
GPR55 antagonists	7%	4%	-6%	-3%	13%	6%	-8%	11%
HIV fusion peptide	-2.1%	-1.0%	-2.2%	1.2%	2.0%	-0.6%	-1.2%	0.5%
AID2073	-3%	33%	12%	6%	-14%	3%	-10%	22%
GPR35 antagonists	-9%	-11%	-7%	2%	-2%	-6%	3%	-8%
KOR beta-arrestin-2	·	-0.1%	-1.8%	-4.0%	7.7%	-6.7%	12%	0.1%
GPR55 activation	-0.2%	-0.1%	0.3%	0.3%	1.3%	-0.2%	-0.2%	0.1%

41) NC(=O)c1ccc(NC(=O)COc2ccc([N+](=O)[O-])cc2Cl)cc1
42) O=c1c2ccccc2[nH]c(=S)n1Cc1cccnc1
43) Cc1cc([N+](=O)[O-])ccc1NC(=O)CSc1nncn1-c1ccccn1
44) Oc1ccc(/C=N/Nc2ccccc2)cc1
45) COc1cc(C2Nc3cccc4cccc(c34)N2)cc(OC)c1OC(C)=O
46) COc1ccc(N2C(=O)C(CC(N)=O)N(NC(=O)c3cccc(OC)c3)C2=S)cc1 (configuration not stated)
47) COc1ccc(S(=O)(=O)N2CCC(C(=O)NCc3ccccn3)CC2)cc1Cl
48) CCOC(=O)C1CCCN(S(=O)(=O)c2ccc(C)cc2)C1 (configuration not stated)
assay / entry	41	42	43	44	45	46	47	48
SIAH1 antagonists	0%	4%	3%	-3%	17%	-4%	22%	-2%
KOR beta-arrestin-1	-7%[20 µM]	15%	-44%	-12%	-9%	-29%	33%	-24%
NOD1 inhibition	-29%	-17%	-25%	-61%	4%	7%	-6%	-13%
GPR55 antagonists	-17%	12%	-1%	8%	0%	-2%	-3%	-1%
HIV fusion peptide	-0.3%	2.5%	1.3%	-1.2%	44%	1.7%	-0.3%	-1.6%
AID2073	10%	-23%	13%	2%	77%*	11%	-3%	4%
GPR35 antagonists	-5%	2%	-5%	-10%	21%	-5%	-13%	-6%
KOR beta-arrestin-2	-3.8%	0.2%	-4.4%	-0.8%	-4.2%	1.5%	-3.5%	2.2%
GPR55 activation	-0.1%	0.2%	-0.2%	0.2%	-0.3%	-1.0%	-0.2%	0.3%
